FBPA coupling cs: qHTS Assay for Inhibitors of Fructose-1,6-bisphosphate Aldolase from Giardia Lamblia: Coupling assay counterscreen | coupling enzyme system counterscreen, AmpLite Red fluorescence | activity change, negative = inhibition, % at 58.2 µM, hits read low | 290,000 compounds, 0.67% hits; in the data active = activity change below about -30%; also: % is scaled to controls: 0 for no effect and ±100 for the full control effect
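Fluorescence at 525 nm excitation and 598 nm emission measured inhibition of the coupled detection system without aldolase. Compounds (at 57.5 uM final) were preincubated 10 min at room temperature with coupling enzyme reagent before a 20 min substrate/AmpLite Red step.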
Menin-MLL TR inh: qHTS Assay for Inhibitors Targeting the Menin-MLL Interaction in MLL Related Leukemias: Competition With Texas Red Labeled MLL-derived Mutant Peptide; Menin + Texas Red MLL mutant peptide, fluorescence polarization; 270,000 compounds, 0.23% hits; O00255; AID 1768, 2009; Potency, µM (doses to about 61.6 µM), inactives show top-dose FP activity change, negative = inhibition, hits mostly inhibitors; active = well fitted inhibition curve with a large enough effect in the polarisation, with a control signal flat, not every such curve was filed as active; inconclusive = small, poorly fitted or top-dose-only effect, or effect the other way, or a change in a side signal; inactive = no such curve, though single readings can be large or run the other way; the % refers to the polarisation; also: potency is read from the fitted curve at half-maximal effect; % of control where 0% means no effect; many of its hits are not listed in these tables
PKM2 act: qHTS Assay for Activators of Human Muscle isoform 2 Pyruvate Kinase; Pyruvate kinase PKM (Homo sapiens), P14618; purified PKM2, Kinase-Glo ATP luminescence, activation; response scale: 0% is enzyme alone, no compound; Potency, µM (top dose mostly 57.5 µM), without a hit: top-dose activation, usual class: activators; 260,000 compounds, 0.34% hits; also: potency is read from the fitted curve at half-maximal effect; % is scaled to controls: 0 for no effect and ±100 for the full control effect; nearly all actives have a fitted effect of over 55% in size
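ATP formation by purified human PK-M2, quantified via coupled luciferase luminescence after 1 h at room temperature with 0.1 mM ADP and 0.5 mM PEP final.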
TSG101-PTAP inh: qHTS Assay for Iinhibitors of HIV-1 Budding by Blocking the Interaction of PTAP/TSG101 | Tumor susceptibility gene 101 protein (Homo sapiens), Q99816 | Fluorescence polarization, FITC-PTAP peptide / Tsg101 binding | Potency, µM (series often up to 115 µM), without a hit: top-dose activity change, negative = inhibition, usual class: inhibitors | 340,000 tested, under 10 active | AID 493005, 2010; active = well fitted inhibition curve with a large enough effect in the main read-out, with a control signal flat, not every such curve was filed as active; inconclusive = small, poorly fitted or top-dose-only effect, or effect the other way, or a change in a side signal; inactive = no such curve, though single readings can be large or run the other way; also: potency is read from the fitted curve at half-maximal effect; % of control where 0% means no effect
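Compounds were pin-transferred onto Tsg101 binding domain (10 uM final) in HEPES pH 7.5 buffer, then FITC-PTAP peptide was added at 50 nM final. After 20 min at RT, polarization reported peptide displacement across a qHTS concentration series.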
Integrin act MD: qHTS for Activators of Integrin-Mediated Alleviation for Muscular Dystrophy; AID 624291, 2012; Potency, µM (highest dose often 38.3 µM), without a hit: top-dose activation, usual class: activators; 350,000 compounds, 0.064% hits; alpha7betagal myoblasts, beta-gal FDG fluorescence, 48 h;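 also: potency is read from the fitted curve at half-maximal effect; 100% = response of the positive control SU9516; nearly all actives have a fitted effect of over 60% in size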
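Alpha7betagal+/- myoblasts (passage 13) were plated 16-24 hr, then exposed to compounds (1:260 dilution of DMSO stock) for 48 hours at 37C. After MPER lysis, β-galactosidase reporter activity was read as FDG fluorescence (ex 480/em 540) after 30 minutes.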
GALK inhibitor: qHTS Assay for Inhibitors of Human Galactokinase (GALK) | 270,000 compounds, 0.007% hits | Potency, µM (highest dose often 57.5 µM), for inactives: top-dose activity change, negative = inhibition, actives largely listed as inhibitors | Purified GALK, Kinase-Glo residual ATP luminescence | P51570; also: potency is read from the fitted curve at half-maximal effect; % is scaled to controls: 0 for no effect and ±100 for the full control effect
Target sequence (P51570 whole entry, looked up): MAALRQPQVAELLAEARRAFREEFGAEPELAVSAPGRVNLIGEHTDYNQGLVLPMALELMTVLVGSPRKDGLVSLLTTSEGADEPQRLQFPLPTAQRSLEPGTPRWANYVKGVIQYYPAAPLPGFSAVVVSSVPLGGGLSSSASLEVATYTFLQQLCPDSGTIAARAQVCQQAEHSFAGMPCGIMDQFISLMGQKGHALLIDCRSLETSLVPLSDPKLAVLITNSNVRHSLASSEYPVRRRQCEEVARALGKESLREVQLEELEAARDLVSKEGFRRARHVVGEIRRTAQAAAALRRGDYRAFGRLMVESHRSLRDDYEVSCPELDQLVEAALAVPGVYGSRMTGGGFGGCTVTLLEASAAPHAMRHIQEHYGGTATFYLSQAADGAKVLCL
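5 nM enzyme, 35 uM ATP, 100 uM galactose, 20 mM HEPES pH8.0, 5 mM MgCl2; 1 h RT; residual ATP by Kinase-Glo Plus luminescence, qHTS format.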
B2AR arrestin: qHTS assay of beta-arrestin-biased ligands of beta2-adrenergic receptor; 330,000 compounds, 0.02% hits; Potency, µM (titrated, usually from 46.1 µM), for inactives: top-dose activation, hits mostly activators; Beta-2 adrenergic receptor (Homo sapiens), P07550; beta-arrestin recruitment to beta2AR, cell-based reporter;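 also: potency is read from the fitted curve at half-maximal effect; 0% = DMSO controls and full agonism = EC100 isoproterenol or metaproterenol; nearly all actives have a fitted effect of over 65% in size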
S-ASM inh: Inhibitors of Secretory Acid Sphingomyelinase (S-ASM): qHTS. Sphingomyelin phosphodiesterase (Homo sapiens), P17405. placental ASM, HMU-PC fluorogenic substrate, 60 min. Potency, µM (doses to about 57.5 µM), inactives show at the highest dose activity change, negative = inhibition, hits mostly inhibitors. 340,000 compounds, 0.006% hits; also: potency is read from the fitted curve at half-maximal effect
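Fluorogenic HMU-PC substrate (9 uM final) is turned over by placental ASM in 60 min at 37 C after a 10 min compound preincubation. Reaction ended by alkaline stop (pH 10), with fluorescence read at 386/447 nm.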
Tb PFK inh: qHTS Assay to Find Inhibitors of T. brucei phosphofructokinase. AID 485367, 2010. T. brucei PFK, ADP-Glo luminescence. 330,000 compounds, 0.17% hits. Potency, µM (highest dose often 57.5 µM), for inactives: top-dose activity, negative = inhibition, actives largely listed as inhibitors;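 also: potency is read from the fitted curve at half-maximal effect; 0% = uninhibited 1x PFK enzyme wells and -100% = no-enzyme wells; nearly all actives have a fitted effect of over 60% in size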
Target sequence (O15648 whole entry, looked up): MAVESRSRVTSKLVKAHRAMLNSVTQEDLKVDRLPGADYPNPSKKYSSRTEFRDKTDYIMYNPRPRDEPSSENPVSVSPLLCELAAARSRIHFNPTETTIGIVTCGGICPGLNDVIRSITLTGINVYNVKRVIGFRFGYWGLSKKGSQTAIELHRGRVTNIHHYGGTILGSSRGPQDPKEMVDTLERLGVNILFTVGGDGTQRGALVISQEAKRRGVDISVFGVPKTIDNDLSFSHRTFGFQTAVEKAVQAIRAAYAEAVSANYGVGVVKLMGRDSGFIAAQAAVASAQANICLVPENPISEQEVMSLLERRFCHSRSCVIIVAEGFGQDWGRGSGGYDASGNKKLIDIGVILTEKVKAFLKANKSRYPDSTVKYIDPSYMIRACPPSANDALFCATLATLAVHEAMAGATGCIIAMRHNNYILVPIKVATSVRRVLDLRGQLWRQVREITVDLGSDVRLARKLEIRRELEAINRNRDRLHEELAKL
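Luminescent ADP detection (ADP-Glo, two-step: ATP depletion then ADP-to-ATP conversion for luciferase) reported PFK activity after 45 min room-temperature reaction of 1.25 nM enzyme with 0.5 mM F6P and 0.1 mM ATP at pH 8.0.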
BCR signal inh: qHTS Assay to Find Inhibitors of Chronic Active B-Cell Receptor Signaling; ABC-DLBCL IkBa-CBG/CBR reporter, luminescence ratio, 4 h; Potency, µM (top dose mostly 46.1 µM), for the others: top-dose ratio change, negative = lower green/red ratio, actives largely listed as inhibitors; 340,000 compounds, 0.05% hits; AID 493014, 2011; active = well fitted inhibition curve with a large enough effect in the signal ratio, with a control signal flat, not every such curve was filed as active; inconclusive = small, poorly fitted or top-dose-only effect, or effect the other way, or a change in a side signal; the % refers to the signal ratio;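 also: potency is read from the fitted curve at half-maximal effect; plate controls were basal doxycycline-induced cells for no effect and cells given 10 µM MG132 for full effect; MG132 reads +100%, hits lower the ratio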
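TMD8 ABC-DLBCL cells carrying doxycycline-inducible green luciferase fused to IkappaBalpha plus unfused red luciferase were exposed to compounds (up to 46 uM) for 4 hrs at 37C. Activity came from the overlap-corrected green/red luminescence ratio.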
Giardia killer: Small Molecules that selectively kill Giardia lamblia: qHTS. Giardia lamblia trophozoite viability. activity change, % at 7.66 µM, hits read low. 340,000 compounds, 0.15% hits; in the data active = activity change below about -80%; inconclusive = between about -30% and that limit;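 also: parasites exposed to compound for two days anaerobically before the ATP read; % is scaled to controls: 0 for no effect and ±100 for the full control effect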
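Trophozoite viability was measured as ATP-dependent luminescence, read 15-30 min after reagent addition. Before that, parasites at 100 cells/well were exposed to compounds for 48 h, anaerobically, at 37 deg C.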
The depositor's hits bear a star; i = inactive; ? = inconclusive; / = not tested or not shown; [ ] = dose if it differs, or a comment. Unless noted, calls follow the shape of the dose curve; as a rule, active = well fitted curve in the direction sought with a large enough effect; inconclusive = small, poorly fitted or top-dose-only effect, or another doubt; inactive = no such curve, though single readings can be large; an effect the other way counts as inactive or inconclusive.

SMILES	FBPA coupling cs	Menin-MLL TR inh	PKM2 act	TSG101-PTAP inh	Integrin act MD	GALK inhibitor	B2AR arrestin	S-ASM inh	Tb PFK inh	BCR signal inh	Giardia killer
O=C1Nc2ccc(S(=O)(=O)NCCC3=CCCCC3)c3cccc1c23	-34*	-16%	0%	-4%	4%	-1%	-0.3%	192%[activator]	1%	-1%	-5
CCN(C(=O)CSc1nnc(Cc2ccccc2F)n1N)C1CCS(=O)(=O)C1 (stereo not given)	0	/	-5%	-3%	3%	-3%	-0.2%	3%	-1%	-13%	0
CN(CC(=O)Nc1ccccc1Cl)C(=O)COC(=O)c1ccc(S(=O)(=O)C(F)F)cc1	/	/	/	-7%	-3%	/	-0.3%	-1%	4%	-7%	13
CCOC(=O)C1CCCN(S(=O)(=O)CCNC(=O)c2ccc(F)cc2)C1 (stereo not given)	/	/	/	-11%	16%	/	0.1%	5%	16%	-2%	15
COc1ccc(C(C(=O)NCC2CCCO2)N(C(=O)c2snc(C(N)=O)c2N)c2ccccc2C)cc1OC (stereo not given)	3	-15%	-5%	1%	-6%	-1%	3.0%	i	0%	0%	-8
COc1ccc(/C=C2/C(=N)N3C(=NC2=O)Sc2cc(S(C)(=O)=O)ccc23)cc1OC	4	/	7%	0%	-10%	/	-0.6%	9%	-3%	-9%	7
CCNC(=S)N(Cc1cccs1)Cc1cc2cc(OCC)ccc2[nH]c1=O	1	-4%	-4%	-5%	-7%	0%	-0.2%	10%	5%	0%	16
COc1ccccc1N1CCN(CC(=O)c2c[nH]c3ccccc23)CC1	0	/	-8%	0%	0%	-1%	-0.1%	-2%	0%	-23%	15
CC1=C(C#N)C(/C=N/OCc2ccc(Cl)cc2)CC(=O)N1 (stereo not given)	3	38%[activator]	/	-3%	-13%	-3%	0.0%	32%	-2%	?	-8
CN1CCN(S(=O)(=O)c2ccc(N3CCN(C(c4ccccc4)c4ccccc4)CC3)nc2)CC1	0	-14%	6%	-1%	?	9%	0.6%	-1%	0%	1%	-11
O=C(Nc1ccc(F)cc1)c1cccc2ccccc12	1	18%	0%	0%	-5%	0%	0.0%	-5%	2%	-6%	-9
O=[N+]([O-])c1ccccc1/C=C/CN1CCCCC1	1	-9%	1%	/	8%	-1%	0.5%	-2%	6%	0%	2
CNC(=S)N1N=C(c2cccs2)CC1c1ccc(OC)cc1 (stereo not given)	1	15%	7%[11.5 µM]	0%	?	-2%	7.1%	-5%	-3%	-1%	-16
COc1ccc(Cl)cc1NS(=O)(=O)c1c(C)[nH]c(=O)[nH]c1=O	1	20%	/	-5%	-13%	/	0.4%	-1%	1%	2%	5
NC(=O)c1cc2cc(Br)ccc2oc1=NCc1ccccc1	5	/	2%	-2%	-7%	-3%	-0.2%	4%	1%	?	-6
CCNC(=S)N(Cc1cc2cc(C)cc(C)c2[nH]c1=O)C1CCCC1	1	?	4%	-2%	-16%	1%	-1.0%	0%	5%	-2%	-16
CCOc1cc(-c2sc(Nc3ccccc3)n[n+]2C)ccc1OC	1	?	1%	-4%	-3%	/	-0.7%	-1%	4%	-12%	16
O=S(=O)(c1ccc(F)c(F)c1)N1CCN(CCc2ccccc2)CC1	2	-7%	1%	1%	14%	5%	0.1%	0%	-5%	5%	-3
CN1C(=O)CC(N2CCC(C(N)=O)CC2)C1=O (stereo not given)	2	-1%	-4%	-1%	26%	3%	-0.3%	4%	-2%	-11%	12
CCOc1ccc(CN2CCNC(=O)C2CC(=O)O)cc1 (stereo not given)	1	12%	-10%	-6%	0%	2%	-0.6%	4%	-7%	-3%	4
Cc1c(NC(=O)N(C)C)c(=O)n(-c2ccccc2)n1C	2	-14%	13%	-1%	-16%	0%	0.5%	3%	-1%	-27%	4
Cc1nn(CC(=O)OCC(=O)c2ccccc2)c(C)c1[N+](=O)[O-]	/	/	/	-2%	6%	/	0.5%	0%	2%	0%	-5
Cc1cc(C)c(C)c(S(=O)(=O)N2CCSCC2)c1C	-7	0%	-5%	1%	-49%[inhibitor]	-2%	-0.5%	5%	3%	0%	?
O=C(NCCNC(=O)c1cc(OCC(F)(F)F)ccc1OCC(F)(F)F)Nc1ccccc1	1	29%	3%	-3%	-26%	0%	-0.3%	-6%	0%	-15%	-15
COCCCN1C(=O)c2[nH]nc(-c3ccccc3O)c2C1c1cccc(Cl)c1 (stereo not given)	-4	1%	1%	1%	-13%	3%	4.0%	-7%	1%	?	38[activator]
CCOc1ccccc1N(CC(=O)N1CCCCCC1)S(C)(=O)=O	3	7%	4%	0%	-10%	1%	-0.5%	0%	0%	3%	-4
COc1cccc(NC(=O)C(c2ccccc2)N2CCN(CC(=O)N3CCOCC3)CC2)c1 (stereo not given)	/	/	/	-9%	-25%	/	0.4%	1%	1%	4%	1
Cc1ccccc1-c1nc(CS(=O)(=O)CC(=O)NCc2ccccc2)c(C)o1	6	-15%	-3%	-7%	3%	0%	0.2%	-1%	1%	-26%	10
Cc1nn(CC(O)c2ccccc2)c(C)c1Br (stereo not given)	1	0%	4%	-2%	2%	4%	2.9%	-1%	-3%	3%	-8
CC(=O)c1ccc(S(=O)(=O)Nc2ccccc2C(=O)NC2CC2)cc1	/	/	/	1%	-19%	/	-0.1%	2%	-1%	0%	-15
O=C(NNC(=O)C1C2CCC(C2)C1C(=O)O)c1ccc(Cl)cc1 (stereo not given)	2	-3%	4%	-1%	2%	-2%	-0.2%	-2%	4%	?	-14
CC(CCc1ccccc1)NCC(O)COc1ccccc1 (stereo not given)	3	?	-1%	-8%	-9%	0%	-0.1%	2%	2%	0%	19
CC(C)Cc1nc(Nc2ccc(S(=O)(=O)N3CCCC3)cc2)c2nnn(Cc3ccccc3)c2n1	-4	21%	2%	2%	-33%	0%	-1.3%	-2%	-3%	?	0
COC(=O)[C@@H]1CCCN1C(=O)CCc1nnc(CCc2c[nH]c3ccccc23)o1	-5	-3%	5%	0%	12%	0%	-0.3%	-2%	0%	?	6
CN(CCCNC(=O)CCCOc1cc(=O)n(C)c2ccccc12)Cc1ccccc1	2	-16%	-3%	-7%	?	5%	0.1%	3%	1%	?	-12
O=C(O)c1ccc2c(c1)C1C=CCC1C(c1cc3c(cc1Br)OCO3)N2 (stereo not given)	12	22%	1%	-10%	24%	-5%	-0.7%	-11%	1%	4%	-8
Cc1cc(C)cc(OCC(=O)Nc2ccc(N3CCN(S(C)(=O)=O)CC3)cc2)c1	5	9%	-1%	0%	8%	1%	-0.3%	4%	0%	-3%	27
Cc1ccc(S(=O)(=O)N2CCC(C(=O)N[C@@H](C)C(=O)NCCc3ccccc3)CC2)cc1	11	-3%	0%	-5%	23%	7%	0.3%	0%	2%	?	-8
Cc1ccc(CNC(=O)c2cc(COc3c(F)cccc3F)on2)s1	1	1%	12%	-1%	21%	1%	0.3%	-1%	0%	?	15
Cc1ccc(CNc2ccccc2C(=O)O)s1	4	27%	0%[11.5 µM]	-7%	?	-7%	0.0%	2%	2%	1%	34[activator]
COc1ccc(C(=O)N2CCN(c3ccc(NC(=O)Cc4ccccc4)cc3)CC2)cc1	/	/	-3%	-1%	-15%	-4%	-0.4%	-1%	-8%	?	8
O=C(CSc1nnc(NC(=O)C2CC(=O)N(c3ccc(F)cc3)C2)s1)NCc1ccco1 (stereo not given)	3	?	1%	-7%	0%	5%	-0.3%	-5%	0%	-3%	26
CN(C)S(=O)(=O)c1cccc(COC(=O)c2cc([N+](=O)[O-])ccc2N2CCOCC2)c1	/	/	/	-3%	-13%	/	-0.3%	-7%	-3%	-21%	4
c1ccc(-c2nc(-c3ccco3)cs2)nc1	-1	1%	?	0%	-12%	0%	4.4%	2%	-5%	?	2

Source: PubChem (National Center for Advancing Translational Sciences (NCATS))

These rows are one share of the data, so the mix of outcomes need not match the whole.
